Arrestin-AP2 inh: inhibitors of human beta-arrestin and AP2 interaction; AID 504490; inhibition, % at 10 µM; FITC-arrestin peptide / GST-AP2 beads, flow cytometry; AP2 beta2 appendage carries R879A mutation; hit rate 0.31% among 340,000;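 active means inhibition above a set limit, near 3 SD of compounds lacking own fluorescence, cut at about 54% in these data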;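 further: plate controls were DMSO wells for no effect and 5 µM unlabelled arrestin peptide for full effect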
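Assay system: GST-AP2 R879A bound to glutathione beads, E. coli-expressed; Medium: PBS with 0.05% Tween 20 and 0.1% BSA; Also added: fluorescein-tagged arrestin peptide at 50 nM final; Timing: 12 min plus 1 h, RT; Measured by: flow cytometry, FL1 (488/535 nm); Evaluation: percent drop in bead-associated FITC signal.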
HTR5A ag: counter-screen for OPRM1-OPRD1 agonists: human HTR5A agonism. P47898. HTR5A agonist assay, luminescence, cell-based. activation, % at 9.3 µM. hit rate 0.61% among 340,000. AID 504692; in the data active means activation mostly above about 9.5%, no sharp cut-off; inactive means mostly below about 7.6%;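 further: 0% = cells with vehicle only and 100% = reference agonist; strong numbers were not always called active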
OPRM1-OPRD1 ag: OPRM1-OPRD1 heterodimerization agonism. hit rate 0.3% among 340,000. P35372+P41143. cells, luminescence. activation, % at 9.3 µM; in the data active means activation above about 18%;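 further: 0% = vehicle-treated cells and 100% = reference agonist; values of inactives mirror those of a sister screen read the other way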
Pemphigus Ab inh: blocks pemphigus antibody binding to human desmoglein-3. P32926. DSG3-coupled beads, scFv-anti-DSG3-GFP binding, flow cytometry; active compounds read low. binding (percent of control), % at 10 µM. hit rate 0.48% among 310,000;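 active means binding more than 3 SD below its plate's average and above zero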;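 further: hits lower antibody fragment binding to DSG3; some compounds called inactive have numbers as strong as hits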
Target sequence (P32926 whole entry, looked up, the tested form may be a part): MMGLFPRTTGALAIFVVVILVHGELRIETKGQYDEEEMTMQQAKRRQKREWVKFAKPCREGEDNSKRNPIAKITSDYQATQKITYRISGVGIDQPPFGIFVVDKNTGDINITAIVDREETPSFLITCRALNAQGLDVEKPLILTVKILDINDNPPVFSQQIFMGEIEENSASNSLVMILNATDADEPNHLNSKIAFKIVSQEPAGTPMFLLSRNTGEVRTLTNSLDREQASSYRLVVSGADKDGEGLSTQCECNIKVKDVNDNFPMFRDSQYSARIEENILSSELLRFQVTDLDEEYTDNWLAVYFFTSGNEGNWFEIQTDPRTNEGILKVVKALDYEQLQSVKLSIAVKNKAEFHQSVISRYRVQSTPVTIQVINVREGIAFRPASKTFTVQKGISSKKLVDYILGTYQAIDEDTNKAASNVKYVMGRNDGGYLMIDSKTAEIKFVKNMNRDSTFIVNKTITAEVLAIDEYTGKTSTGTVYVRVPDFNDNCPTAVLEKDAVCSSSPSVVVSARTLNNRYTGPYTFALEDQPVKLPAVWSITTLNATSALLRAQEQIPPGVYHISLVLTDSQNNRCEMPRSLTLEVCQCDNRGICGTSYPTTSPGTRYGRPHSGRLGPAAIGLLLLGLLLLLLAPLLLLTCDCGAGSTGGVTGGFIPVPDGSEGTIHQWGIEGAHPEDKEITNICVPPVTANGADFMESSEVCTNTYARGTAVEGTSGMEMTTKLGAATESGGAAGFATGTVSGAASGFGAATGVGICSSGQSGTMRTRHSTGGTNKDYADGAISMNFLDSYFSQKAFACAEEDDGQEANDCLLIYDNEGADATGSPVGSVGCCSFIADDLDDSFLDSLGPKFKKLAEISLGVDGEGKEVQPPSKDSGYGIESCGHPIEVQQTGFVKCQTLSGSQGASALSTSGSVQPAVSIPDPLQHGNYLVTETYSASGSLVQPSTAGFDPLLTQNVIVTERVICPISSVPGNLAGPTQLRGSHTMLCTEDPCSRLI
HTR5A inv ctr: counter-screen for OPRM1-OPRD1 inverse agonists: human HTR5A inverse agonism; P47898; HTR5A cell line, luminescence; inhibition, % at 9.3 µM; hit rate 0.083% among 340,000; AID 504634; in the data active means inhibition mostly above about 23%, no sharp cut-off; inactive means mostly below about 18%;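 further: 0% = cells with DMSO and 100% = no-cell wells with DMSO; some compounds called inactive have numbers as strong as hits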
OPRM1-OPRD1 inv: inverse agonists of human mu-delta opioid receptor heterodimerization | cell-based MOR-DOR heterodimer luminescence, inverse agonism | AID 504357 | hit rate 0.21% among 340,000 | inhibition, % at 9.3 µM | P35372+P41143; in the data active means inhibition above about 22%, passing the limit was not always enough;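 further: 0% = cells with DMSO and 100% = wells without cells with DMSO; values of inactives mirror those of a sister screen read the other way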
PKA-R2B activ: PKA-R2B complex activation; activation, % at 11.4 µM; hit rate 0.079% among 340,000; AID 504700; PKA-R2B holoenzyme dissociation, Cy5-IP20 fluorescence polarization; R2B truncated from residue 108, S112A mutant; 0% DMSO only, 100% 113 µM cGMP; P22694+P31323;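 active means activation above a cutoff set at the mean over all compounds plus 3 SD, cut at about 18% in these data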;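 further: higher means more holoenzyme dissociation and a rise in polarization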
DAGLB inh: diacylglycerol lipase beta (human) inhibition | Q8NCG7 | HEK293T DAGLB membrane lysate, EnzChek fluorogenic substrate | inhibition, % at 5.17 µM | hit rate 0.059% among 340,000; in the data active means inhibition above about 34%;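 further: 0% = enzyme with vehicle and 100% = wells lacking enzyme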
PKA-R1A activ: PKA-R1A complex activation | P00514+P68181 | PKA-R1A dissociation, Cy5-IP20 fluorescence polarization; scaled: DMSO 0%, 113 µM cGMP 100% | activation, % at 11.4 µM | hit rate 0.083% among 340,000;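 active means percent activation above the mean of all tested compounds plus 3 SD, cut at about 19% in these data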;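 further: higher means more PKAc released from R1A so a rise in polarization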
V-ATPase pHluor: alters yeast V-ATPase proton transport; S. cerevisiae, pHLuorin cytosolic pH fluorescence; response, % at 10 µM; hit rate 0.37% among 350,000; AID 504577; in the data active means response mostly above about 7.3%, no sharp cut-off; inactive means mostly below about 5.4%; further: actives read high; inactives centre near 0; some compounds called inactive have numbers as strong as hits; reference of the scale not given here
An asterisk follows results filed as active; / = no result given. Rows were taken by chance; any-hit rate near 2.4%.

SMILES	Arrestin-AP2 inh	HTR5A ag	OPRM1-OPRD1 ag	Pemphigus Ab inh	HTR5A inv ctr	OPRM1-OPRD1 inv	PKA-R2B activ	DAGLB inh	PKA-R1A activ	V-ATPase pHluor
O=S(=O)(/N=C(/Nc1nc2ccccc2s1)c1ccccc1)c1ccccc1	-15	-3	-1.7	101	12	9	-1	6	-1	-5
O=C(NC1CCN(S(=O)(=O)c2ccc(Cl)cc2)CC1)C1CCCCC1	4	2	-2.4	/	-5	16	-11	2	5	5
COc1cc2c(cc1OC)CN(C(=O)c1ccc(Br)o1)CC2	8	3	-0.5	108	-2	3	-7	3	-5	-2
CC1CCC(NCC(=O)Nc2cccc(S(N)(=O)=O)c2)CC1 (configuration not stated)	-3	-4	-2.4	85	-16	11	-6	-2	-4	-2
COc1ccc(/C=N/NC(=O)c2cc(-c3ccccc3)nc3ccccc23)c(C(=O)O)c1OC	-21	-6	-2.1	92	22	10	-19	-1	-9	-1
O=C(OCC(=O)c1ccc[nH]1)c1cncc(Br)c1	-9	4	0.1	/	-10	0	-10	0	-3	-1
CC1=CC(C)(C)NC(=S)N1c1ccccc1	-5	0	-0.1	109	-2	0	-13	-1	-8	-2
O=C(O)C1(c2ccccc2)CCN(S(=O)(=O)c2ccc(Cl)cc2)CC1	8	-1	-2.9	117	2	15	1	0	5	-2
CCCn1nc(C(=O)N(C)CC(=O)Nc2ccc(OCC)c(OCC)c2)c2ccccc2c1=O	25	1	-4.0	100	17	16	3	-1	3	-3
CCOc1cc(C2NC(=O)NC(C)=C2C(=O)OCc2ccccc2)ccc1O (configuration not stated)	3	13	2.6	101	-34	-16	-10	4	-2	-4
Cc1noc(C(C)C)c1C(=O)Nc1ccc(-c2nnc3n2CCCCC3)cc1	-3	-10	0.8	98	25	-3	11	-1	-2	7
COC(C[C@@H]1O[C@@H]1C(=O)COCc1ccccc1)OC	0	-2	0.0	101	13	0	-4	-3	-5	1
N#CCCn1cc(C(=O)Nc2cccc(C(=O)O)c2)c(-c2ccc(Cl)cc2)n1	49	1	-2.1	111	-2	11	-8	-2	-3	9
COc1ccc(OCCOC(=O)CNS(=O)(=O)c2ccc(SC)c([N+](=O)[O-])c2)cc1	10	1	-1.3	102	-2	7	-14	3	-5	7
CC(C)n1cc(C(=O)N2CCCC(N3CCN(c4ccc(F)cc4)CC3)C2)cn1 (configuration not stated)	-11	1	-2.5	104	12	13	7	-1	-1	2
O=C(Nc1c(F)cc(F)cc1Br)c1ccco1	24	-2	-0.7	/	-10	4	-2	-1	-3	0
Cc1ccc(/C=C/C2=NN(C)C(=O)CC2)cc1	11	-14	-3.6	102	-24	18	-18	-1	-4	-2
CC(Sc1nnc(C2CC2)n1N)C(=O)NC1CCCCC1C (configuration not stated)	-11	2	-3.0	/	-7	16	-3	1	3	0
CC(=O)c1ccccc1NCC(=O)Nc1ccc(C)cc1	-5	-1	-1.5	96	-23	7	-5	-3	5	0
CCOc1ccc(NC(=O)C2CC(=O)N(CCc3ccccc3)C2)cc1OC (configuration not stated)	-22	6	0.6	105	1	-3	-10	-1	-7	2
CCOC(=O)N1CCC(NC(=O)Cn2ncc3c2-c2cc(C)ccc2OC3)CC1	6	2	-0.2	109	3	1	-6	1	-11	4
COc1cccc(C(=O)Nc2ccc(S(=O)(=O)N3CCCCC3)cc2)c1OC	6	0	0.2	104	-21	-1	-7	-1	6	-2
CCOc1ccc(S(=O)(=O)NN=C2CCN(C(C)=O)CC2)cc1	-6	3	-1.8	91	18	9	-7	0	-7	4
CCN1C(=O)C(=O)N(CC(=O)c2cc(C)n(C3CC3)c2C)C1=O	7	4	-0.6	90	-9	3	3	1	8	2
COCc1cc(C)nc(OCC(=O)N/N=C/c2ccccc2O)c1C#N	2	0	-0.9	83	5	5	3	1	1	-5
O=C(CSCC(=O)N1CCCCC1)OCC(=O)c1c[nH]c2ccccc12	14	2	-0.1	191	-5	1	-7	-2	-1	-6
CCOC(=O)c1coc(CNC(=O)c2c(C)oc3c2CCCC3)c1	3	15	0.0	101	-36	0	7	1	-7	-68
CNC(=O)/C(C#N)=C\c1ccc(CNS(=O)(=O)c2ccc(Cl)cc2)o1	33	2	-1.3	98	-5	7	2	1	4	-3
CCC1CCCCN1CCCNC(=O)C1CCCN(S(=O)(=O)N2CC(C)CC(C)C2)C1 (configuration not stated)	4	-4	-1.8	109	12	9	-4	-2	-3	2
CN(CC(=O)Nc1ccc(Cl)cc1)CC(=O)Nc1sc2c(c1C(N)=O)CCC2	/	/	/	103	/	/	-9	-1	2	1
C#CCn1c(=NC(=O)c2ccc(Br)s2)sc2cccc(OC)c21	-4	-2	0.7	112	-59	-4	-7	-10	13	-1
CC(NS(=O)(=O)c1ccc(Cl)cc1)C(c1cccs1)N1CCN(C)CC1 (configuration not stated)	-9	4	-1.6	100	1	9	-4	0	-10	-3
CCN(CC(=O)NC1CCCC1)S(=O)(=O)c1ccc(C)cc1	-2	3	-0.5	102	12	3	-7	1	-3	1
O=C(c1ccco1)N1CCN(C(=O)c2cnn3c2NC(c2cccs2)CC3C(F)(F)F)CC1 (configuration not stated)	30	-1	-1.1	109	-5	6	6	1	-5	3
Cc1ccc(NS(=O)(=O)c2cccc(C(=O)NCC3CCCO3)c2)cc1 (configuration not stated)	5	6	-1.5	107	-16	8	-10	0	-1	-7
COc1ccc(OC)c(NC(=O)C(=O)NCCC2=CCCCC2)c1	21	0	1.4	/	15	-7	1	-12	-11	-4
O=C(COC(=O)CNC(=O)c1ccccc1F)NC12CC3CC(CC(C3)C1)C2	16	-1	-1.8	96	-3	7	-2	-2	-1	2
CCCC(=O)n1nc(-c2ccccc2)nc1N	-7	4	-0.1	/	-8	1	-2	0	-7	-1
Cc1cc2cc(CNC(=O)c3cccs3)ccc2n1C	18	-6	-0.2	99	16	1	-6	5	0	-6
Cc1cc(C(=O)NCc2ccc(Cl)cc2)n(-c2ccccc2)n1	3	7	-3.0	88	17	15	-2	1	-8	-1
O=C(Nc1ccccc1Cc1ccccc1)c1ccccc1NS(=O)(=O)c1ccc(Cl)s1	25	4	1.5	113	-42	-8	2	22	-6	-2
COC(=O)C1=C(C)N(CC2CC2)C(=NCc2cccc(Cl)c2)N[C@H]1c1ccccc1	1	1	-0.3	132	8	2	5	3	1	6
COc1ccccc1NC(=O)c1ccccc1-c1nc(-c2ccccc2OC)no1	-4	2	-1.1	107	-53	6	-10	-3	-5	-2
COc1ncnc2c1ncn2CCCNC1CCN(Cc2ccccc2)CC1	/	/	/	/	/	/	-7	6	-9	1
CCn1c(O)c(/C=N/N=C2CCCCC2)c2cc(C3=NNC(=O)CC3)ccc21	5	-1	-3.2	103	4	17	-14	2	-8	1
CCc1cccc(NC(=O)C2CCCN(S(=O)(=O)c3cccnc3)C2)c1 (configuration not stated)	-7	-1	-4.5	88	6	23	6	-2	3	5
CN(c1ccc(C(=O)Nc2ccccc2Sc2ccccc2)cc1)S(C)(=O)=O	-3	1	-2.0	/	-4	9	-5	-3	0	0
CCc1ccc(C(=O)Nc2ccc(OC)c(S(=O)(=O)N3CCCCC3)c2)cc1	2	-5	0.1	86	11	0	-6	-3	-3	1
C[C@H]1C[C@@H]2[C@H]([C@@H](O)C[C@@]3(C)[C@H]2CC[C@]3(O)C(=O)CO)[C@@]2(C)C=CC(=O)C=C12	3	5	-0.9	109	-19	5	10	5	8	-1
O=C(c1cc(-c2ccc(Cl)cc2)on1)N1CCN(c2ccc(F)cc2)CC1	-9	-1	-0.4	/	-2	3	1	2	15	1
COC(=O)c1sc2nc3c(cc2c1N)C(=O)CC(C)(C)C3	10	-2	0.7	83*	4	-4	2	-1	-7	-3
Nc1ccc2oc(-c3cc(Br)ccc3Cl)nc2c1	-4	3	3.1	105	-3	-16	-11	-1	0	-4
CN(Cc1nc(-c2ccccn2)no1)S(=O)(=O)c1ccc(Br)cc1	18	-7	-1.8	102	20	10	7	0	-9	8
C/C(=N\NC(=O)c1c(C)nc2ccccn12)c1ccc(N2CCOCC2)cc1	9	1	-3.3	98	-4	15	-1	0	1	10
CC(=O)c1ccc(-c2ccc(C(=O)NC3CCCCCC3)o2)cc1	0	-2	-1.6	122	7	8	-3	-1	-1	6
O=c1cc(O)c2c(=O)[nH]c(=O)n(-c3ccccc3)c2[nH]1	6	2	-2.4	110	-1	10	-4	0	7	-1
C=CCC1CCCCC12NC(=O)N(c1ccccc1)N2 (configuration not stated)	-7	-6	-2.5	106	-5	13	2	4	17	0
NS(=O)(=O)c1cccc(NC(=O)Cn2cnc3ccccc3c2=O)c1	-9	0	-1.7	98	0	9	2	-3	-3	-2
COc1ccc(C2(C(=O)NCCCN3CCOCC3)CCOCC2)cc1	-5	-1	0.7	101	10	-3	-5	1	-1	6
CC1=C/C(=N\N=C2\NC(=O)C(CC(=O)Nc3ccccc3F)S2)CC(C)(C)C1 (configuration not stated)	12	2	0.2	101	-7	-1	-8	3	-3	-2

The list continues.
SMILES	Arrestin-AP2 inh	HTR5A ag	OPRM1-OPRD1 ag	Pemphigus Ab inh	HTR5A inv ctr	OPRM1-OPRD1 inv	PKA-R2B activ	DAGLB inh	PKA-R1A activ	V-ATPase pHluor
C[C@H](CO)N1C[C@H](C)[C@@H](CN(C)C(=O)Nc2ccccc2)Oc2cc(Br)ccc2S1(=O)=O	/	/	/	106	/	/	1	0	-11	-3
CN1C(=O)c2ccccc2NC(=O)[C@]12O[C@@H]2c1cccc(O)c1	0	6	-3.5	101	-14	18	-8	0	0	-5
CN(C)/C=C/c1c([N+](=O)[O-])c2ccc(O)cc2n1-c1ccccc1	38	3	-1.5	78	-43	8	-8	13	-7	-1
Cc1ccccc1C(=O)N1CCC(C(=O)N2CCCc3ccccc32)CC1	1	2	0.2	92	-4	-1	-11	-1	4	-1
CC(C)CCN(C(=O)CCCSc1nc2ccccc2[nH]1)c1c(N)n(Cc2ccccc2)c(=O)[nH]c1=O	0	-2	-1.6	114	6	9	-9	-3	-8	-3
Cc1sc2ncnc(N3CCCCC3)c2c1C	-2	-1	-1.0	104	-1	5	-7	-3	-6	2

Laid out differently: entries from further up.
Results follow in this order: Arrestin-AP2 inh | HTR5A ag | OPRM1-OPRD1 ag | Pemphigus Ab inh | HTR5A inv ctr | OPRM1-OPRD1 inv | PKA-R2B activ | DAGLB inh | PKA-R1A activ | V-ATPase pHluor
CN1C(=O)c2ccccc2NC(=O)[C@]12O[C@@H]2c1cccc(O)c1
    0 | 6 | -3.5 | 101 | -14 | 18 | -8 | 0 | 0 | -5
CN(C)/C=C/c1c([N+](=O)[O-])c2ccc(O)cc2n1-c1ccccc1
    38 | 3 | -1.5 | 78 | -43 | 8 | -8 | 13 | -7 | -1
Cc1ccccc1C(=O)N1CCC(C(=O)N2CCCc3ccccc32)CC1
    1 | 2 | 0.2 | 92 | -4 | -1 | -11 | -1 | 4 | -1
CC(C)CCN(C(=O)CCCSc1nc2ccccc2[nH]1)c1c(N)n(Cc2ccccc2)c(=O)[nH]c1=O
    0 | -2 | -1.6 | 114 | 6 | 9 | -9 | -3 | -8 | -3

Screening data as filed in PubChem.
